SUMO Mot1 rescue = blocks SUMOylation pathway, rescuing yeast Mot1-301 growth | S. cerevisiae Mot1-301 growth rescue, ATP luminescence, 38.5C; percent above DMSO median, 100 means doubled | growth rescue, % at 18.8 µM | hit rate 1% among 320,000;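 active = every valid replicate shows activation above 250% relative to neutral control wells; inactive = the rest, any valid replicate at or below 250%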;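 also: OY570 slx delta 5 strain wells were the positive control but not used for scaling; some compounds called inactive have numbers as strong as hits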
AddAB inh = less growth of phage-infected E. coli with AddAB; AID 435030; inhibition, % at 11.9 µM; hit rate 0.29% among 330,000; E. coli expressing H. pylori AddAB, absorbance growth; in the data active = inhibition above about 12%;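 also: 0% = vehicle wells of infected cells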
phage Ecoli inh = E. coli growth loss with phage present. inhibition, % at 11.9 µM. growth absorbance. hit rate 0.26% among 360,000; in the data active = inhibition above about 11%
E coli growth = bacterial growth inhibition, counter-screen for AddAB inhibitors | inhibition, % at 11.9 µM | hit rate 0.27% among 330,000 | E. coli V3065 growth, OD600 absorbance, 18 h | AID 449728;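 active = inhibition above the campaign's mean inhibition across all tested compounds plus 3 SD, cut at about 9.9% in these data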;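 also: uninfected addAB+ strain grown without phage in ampicillin broth; 0% = DMSO wells and 100% = ciprofloxacin 0.95 µg/ml wells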
* hit, by the source's call; i = inactive. An excerpt; the hit share may differ from the screen's.

Order of values – SUMO Mot1 rescue	AddAB inh	phage Ecoli inh	E coli growth
Cc1ccc2c(c1)-n1c(nc3ccccc3c1=O)C(Cc1ccccc1)NC2=O (stereo unspecified)
 : -7	4.3	2.5	-1.1
Cc1ccc(CNC(=O)Cc2csc(Nc3nc(=S)[nH]c4ccccc34)n2)cc1
 : -4	-1.3	-1.2	-1.7
Cc1nc2c(C(=O)NCc3cccs3)cnn2c(C)c1Cc1ccc(F)cc1
 : 0	0.9	2.9	-2.4
CC(C)(C)c1ccc(OC(=O)c2ccc(-n3cncn3)nc2)cc1
 : -24	1.6	1.3	0.9
COC(=O)C1=C(C)N(CC2CC2)C(=O)N[C@H]1c1ccc(Br)cc1
 : 29	2.4	2.9	1.9
CC(=O)c1cccc(OCC(=O)N(C)CC(=O)Nc2ccc(F)cc2)c1
 : 17	1.0	-1.8	0.7
O=C(N/N=C(\Cc1ncc[nH]1)c1ccccc1)c1ccccc1
 : i	-3.0	-0.4	-2.4
O=C1NC(Cc2ccc(O)cc2)c2nc3ccccc3c(=O)n2-c2cc(Cl)ccc21 (stereo unspecified)
 : -15	-1.8	0.4	-0.4
Cc1ccc(-n2cc(CN3CCC(CO)(Cc4ccccc4)CC3)cn2)cc1
 : -18	1.5	1.3	1.2
C[C@@H]1NC(=O)[C@H](CC(N)=O)NC(=O)c2cc([N+](=O)[O-])cc(I)c2OCC[C@@H](C(=O)NC(CC(=O)O)C(N)=O)NC1=O (stereo partly specified)
 : 8	4.4	0.4	1.1
COc1cc(NS(=O)(=O)c2ccc(NC(=O)c3ccc(S(=O)(=O)N4CCCC4)cc3)cc2)ncn1
 : -1	2.9	2.7	-0.7
CCCNC(=O)c1c[nH]c2ccc(S(=O)(=O)N(C)c3ccc(OCC)cc3)cc2c1=O
 : -3	0.4	1.2	-2.0
CCn1c(=O)c(-c2nc3ccccc3[nH]2)c(O)c2ccccc21
 : -16	-2.8	1.4	-3.6
O=C(CNC(=O)/C=C/c1ccccc1)N=Nc1c(O)n(Cc2ccccc2)c2ccccc12
 : 15	-0.3	2.7	-0.3
COc1ccccc1-c1c(NC(=O)c2ccco2)n(C)c2ccccc2c1=O
 : 5	0.1	3.2	-0.2
COC(=O)c1cn(NC(=O)/C=C/c2cccc(OC)c2OC)c(=O)c2ccccc12
 : 4	1.0	2.5	0.3
CCCCOC(=O)C(C)Nc1n[nH]c(=S)[nH]c1=O (stereo unspecified)
 : 275	0.5	2.9	-0.1
COc1ccc(OC)c(CNC(=O)c2cc(=O)[nH]c3ccc(S(=O)(=O)N4CCCC4)cc23)c1
 : 47	1.9	4.3	-0.2
COc1ccc(-c2nc(CC(=O)O)cs2)cc1OC
 : 81	3.9	2.0	-2.1
COC(=O)c1cc(C(=O)Cc2ccccc2)c[nH]1
 : 2	3.6	4.4	5.1

Structural class: the compounds so far with two or more sulfur atoms.
Order of values – SUMO Mot1 rescue	AddAB inh	phage Ecoli inh	E coli growth
Cc1ccc(CNC(=O)Cc2csc(Nc3nc(=S)[nH]c4ccccc34)n2)cc1
 : -4	-1.3	-1.2	-1.7
COc1cc(NS(=O)(=O)c2ccc(NC(=O)c3ccc(S(=O)(=O)N4CCCC4)cc3)cc2)ncn1
 : -1	2.9	2.7	-0.7

Next structures follow:
Order of values – SUMO Mot1 rescue	AddAB inh	phage Ecoli inh	E coli growth
COc1ccc(CCC(=O)Nc2sccc2C#N)cc1
 : -5	0.6	4.2	0.5
C[N+]1(CC(=O)NNc2c3ccccc3nc3ccccc23)CCOCC1
 : -13	-0.9	1.0	3.7
Cc1ccc2c(c1)-n1c(nc3ccc(Cl)cc3c1=O)C(CC(C)C)NC2=O (stereo unspecified)
 : -9	-1.1	2.5	-1.2
CC1=C(C(=O)OCc2ccccc2)C(c2ccccc2OS(=O)(=O)c2ccc(C)cc2)NC(=O)N1CCCC(=O)O (stereo unspecified)
 : 1	-2.1	1.9	-1.9
CC(=O)Nc1ccc(SC[C@H](c2ccccc2)N2CCN(CCc3ccccc3)CCC2=O)cc1
 : -15	3.9	0.4	1.8
Cc1ccccc1-n1nc2c(c1NC(=O)c1cc3ccccc3oc1=O)CS(=O)(=O)C2
 : 6	1.3	3.6	-1.5
Cn1c(=O)c(C(=O)COC(=O)c2cc(C3CC3)nc3ccccc23)c(N)n(Cc2ccccc2)c1=O
 : 3	-0.7	2.8	1.0
O=C(/C=C/c1ccc(N2CCC(c3ccccc3)=N2)cc1)c1ccccc1
 : i	0.1	3.9	0.2
Cc1ccc2nc3n(c(=O)c2c1)-c1ccccc1C(=O)NC3Cc1ccc(O)cc1 (stereo unspecified)
 : -20	3.8	1.2	1.6
CCOC(=O)N1CCN(Cc2ccc(O)c3ncccc23)CC1
 : 273	2.0	7.5	3.4
Cc1cc(C)cc(NC(=O)CSc2ncc(S(=O)(=O)c3ccccc3)c(=O)[nH]2)c1
 : 8	-0.2	1.4	-2.5
O=C(CNC(=O)c1cccs1)NCCN1CCC(Cc2ccccc2)CC1
 : -5	1.7	3.9	2.2
Cc1ccccc1N(CC(=O)NC(C)(C)C)C(=O)c1ccc(-c2ccccc2)[nH]1
 : 7	-1.0	2.9	-0.6
COc1ccccc1Oc1c(C)oc2c(CN3CCN(CCO)CC3)c(O)ccc2c1=O
 : 53	-0.8	2.4	0.2
CC1=C(C(=O)Nc2ccccc2)C(c2ccc(C)o2)N2C(=O)CSC2=N1 (stereo unspecified)
 : 9	3.3	-0.2	-1.4
N#C/C(=C\c1cn(Cc2ccccc2C#N)c2ccccc12)C(=O)NCc1cccs1
 : -13	1.9	1.1	-3.9
O=C(CC1Sc2ncnn2C1=O)Nc1ccc(Cl)cc1 (stereo unspecified)
 : 1	0.7	1.5	-1.8
Cc1ccc2c(c1)-n1c(nc3ccc(C)cc3c1=O)C(Cc1ccc(O)cc1)NC2=O (stereo unspecified)
 : 5	0.8	2.9	1.3
O=C1NC(Cc2ccc(O)cc2)c2nc3cc(F)ccc3c(=O)n2-c2cc(Cl)ccc21 (stereo unspecified)
 : 0	-0.4	4.5	0.7
CC(C)CC1NC(=O)c2ccc(Cl)cc2-n2c1nc1ccc(F)cc1c2=O (stereo unspecified)
 : 12	2.5	-0.6	0.7

Further results
Order of values – SUMO Mot1 rescue	AddAB inh	phage Ecoli inh	E coli growth
CCCCC1CCC(C(=O)N(CC(C)C)c2c(N)n(Cc3ccccc3)c(=O)[nH]c2=O)CC1 (stereo unspecified)
 : 476	-0.3	1.0	-2.2
Cn1ncc(C#N)c1NC(=O)C1CC(c2ccccc2Cl)=NO1 (stereo unspecified)
 : 1	-1.5	0.5	-1.1
CN1CCN(c2nc3ccccc3nc2C(C#N)S(=O)(=O)c2ccccc2)CC1 (stereo unspecified)
 : -8	1.0	3.4	-0.7
Cc1ccc(S(=O)(=O)/N=C2/NC(=O)/C(=C/c3ccncc3)S2)cc1
 : 15	1.7	1.6	-1.2
Cc1ccc(NC(=O)c2cc3cc(OC(F)(F)F)ccc3[nH]2)cc1
 : 125	0.8	0.7	-1.4
CCOC(=O)C1=C(C)N(CCCC(=O)NCc2ccc3c(c2)OCO3)C(=O)NC1c1ccc(Br)cc1 (stereo unspecified)
 : 1	3.5	1.8	2.0
COc1ccc(N2CCN(C(=O)c3ccc4c(c3)[nH]c(=S)n3c5ccccc5nc43)CC2)cc1
 : 4	-1.6	0.7	-2.0
Cc1ccc(CCN2CC(C(=O)NCCN3CCOCC3)CC2=O)cc1 (stereo unspecified)
 : 10	3.8	-2.4	1.7
CN(CC(=O)N1CCCCCC1)S(=O)(=O)c1ccc(Br)s1
 : 231	2.7	2.8	-0.6
CCCCCCN(C(=O)CCCCCN1C(=O)NC(c2ccc(-c3ccccc3)cc2)C(C(=O)OCc2ccccc2)=C1C)C(C(=O)NCCCC)c1ccc(OCC(=O)OC)c(C(=O)OC)c1 (stereo unspecified)
 : -9	1.8	4.2	-0.3
CCc1ccc(-c2nn(-c3ccccc3)cc2CSC(=N)N)cc1
 : -18	5.1	1.6	2.3
CC(C)CC1NC(=O)c2ccccc2-n2c1nc1ccc(Cl)cc1c2=O (stereo unspecified)
 : 28	-0.1	-0.4	-1.8
COc1cccc(-c2[nH]nc3c2C(c2ccc(C)o2)C(C#N)=C(N)O3)c1 (stereo unspecified)
 : 11	3.3	1.6	1.8
CN(C)CC(O)COc1ccc(-c2ccc(C#N)cc2)cc1 (stereo unspecified)
 : 451	5.0	2.2	0.9
Cc1ccc(S(=O)(=O)Nc2ccccc2C(=O)NCC2CCCO2)cc1 (stereo unspecified)
 : -8	1.1	1.2	0.8
Cc1ccc2nc(NCC(N)=O)nc(-c3ccccc3)c2c1
 : 12	-0.9	1.5	0.8
Cc1c(Cl)cccc1NC(=O)C1CCCCC1
 : 2	2.8	5.8	1.0
COc1ccc(CCNC(=O)c2coc(=O)c(Br)c2)cc1
 : 190	2.9	-1.7	2.8
CN1CCN(C(=O)C23CC4CC(CC(C4)C2)C3)CC1
 : 8	0.1	1.7	0.0
O=C(COC(=O)c1cncc(Br)c1)NC12CC3CC(CC(C3)C1)C2
 : -13	-0.8	4.9	-2.1

One compound at a time (already shown). Screens in order: SUMO Mot1 rescue, AddAB inh, phage Ecoli inh, E coli growth
`COc1ccc(CCNC(=O)c2coc(=O)c(Br)c2)cc1` is entered as 190, 2.9, -1.7, 2.8
`CC(C)CC1NC(=O)c2ccccc2-n2c1nc1ccc(Cl)cc1c2=O` (stereo unspecified) is entered as 28, -0.1, -0.4, -1.8

(list continues)
Order of values – SUMO Mot1 rescue	AddAB inh	phage Ecoli inh	E coli growth
COCCCN1C(=O)C(=O)/C(=C(/O)c2ccc(OC(C)C)cc2)C1c1ccc(O)c(OC)c1 (stereo unspecified)
 : -13	1.7	1.3	2.1
CCOC(=O)N1CCN(Cc2cc(Cl)c3cccnc3c2O)CC1
 : -3	3.8	3.4	-4.2
O=C(CSc1nc(-c2ccccc2F)nc2nc[nH]c12)Nc1c(Cl)cc(Cl)cc1Cl
 : -13	0.8	2.5	-2.9
Cc1ccccc1Cn1ccc(=NCc2ccccc2)cc1
 : 4	3.1	5.8	1.8
CCOc1cc(C(=O)N2CCc3cc(OC)c(OC)cc3C2)ccc1OC(F)F
 : 6	-0.1	0.0	-1.8
CC(C)(C)NC(=O)C(c1ccco1)N(C(=O)Cn1nnc(-c2ccc(F)cc2)n1)c1ccccc1 (stereo unspecified)
 : 11	1.0	2.4	-0.3
Cc1ccc(S(=O)(=O)N2CCC(=O)N(CCOC(=O)NCc3ccccc3)CC2)cc1
 : 3	0.3	-0.6	-0.4
Cc1cc(C)nc(N/N=C/C2=C(O)CC(c3ccccc3)CC2=O)n1 (stereo unspecified)
 : 3	1.2	0.8	-0.8
O=C1c2ccccc2C(=O)C1C1=Nc2ccccc2NC(c2ccccc2)C1 (stereo unspecified)
 : 207	2.8	3.8	1.5
O=C(COC(=O)CNC(=O)C1CCCCC1)Nc1ccccc1
 : -3	-2.2	2.7	1.5
Cc1ccc(N2NC3(CCN(C(N)=O)CC3)NC2=O)cc1
 : 186	-0.5	2.5	0.3
CCCCn1c(=N)n(CC(=O)c2ccc([N+](=O)[O-])cc2)c2ccccc21
 : 5	1.4	0.6	-0.7
O=C(COc1ccc2ccc(=O)oc2c1)NC1CCS(=O)(=O)C1 (stereo unspecified)
 : -3	0.4	-0.1	-1.2
COC(=O)c1c(C)[nH]c(C(=O)N2CCN(c3ccc(OC)cc3)CC2)c1C
 : 134	0.2	0.6	0.5
Cc1ccc(Cl)cc1NC(=O)COC(=O)c1ccc(COc2ccc3c(C)cc(=O)oc3c2)cc1
 : 94	-2.9	3.1	-3.6
CN1CCN(C(c2ccc(C(F)(F)F)cc2)c2cc(Cl)c3cccnc3c2O)CC1 (stereo unspecified)
 : -11	18*	24*	23*
COc1cc(-c2c(-c3cc(OC)c(OC)c(OC)c3)noc2C)ccc1F
 : -5	0.8	1.0	1.0
CC1=C(C(=O)OCc2ccccc2)C(c2ccc(-c3ccccc3)cc2)NC(=O)N1CCCC(=O)O (stereo unspecified)
 : 2	0.7	1.2	-0.5
O=C(NCc1ccncc1)C(=O)NCC(c1ccccc1)c1ccccc1
 : 0	3.5	0.8	-0.6
O=C(NCc1cc(C(F)(F)F)ccc1Cl)c1cccc2c1C(=O)c1ccc(Cl)cc1S2(=O)=O
 : -1	-1.4	1.4	-0.5

Following part
Order of values – SUMO Mot1 rescue	AddAB inh	phage Ecoli inh	E coli growth
CCCCn1c(=O)[nH]c(=O)c2c1nc(-c1ccc(-c3ccc(F)cc3)o1)n2C
 : -1	-0.2	-0.1	2.3
COC(=O)C1=C(C(=O)OC)[C@@H]2N(C)c3ccc(OC)cc3[C@@]23C[C@@H](C(=O)OC)N(C(=O)NCCBr)C3=N1
 : 5	-0.8	-0.4	-0.6
CCn1cc(CNC(=O)CCSc2nc(-c3ccco3)cc(C(F)(F)F)n2)cn1
 : 237	-3.0	1.7	-2.4
CC1(NC(=O)CC[N+](C)(C)CCO)CS(=O)(=O)CC1S(=O)(=O)[O-] (stereo unspecified)
 : -14	1.9	4.6	-0.8
Cc1ccccc1OCC(=O)NCC(=O)N/N=C/c1cccc([N+](=O)[O-])c1
 : -13	2.0	2.9	0.4
COc1ccc(/C=C/C(=O)OCC(=O)Nc2cc3oc4ccccc4c3cc2OC)cc1
 : -5	4.1	3.5	-0.6
CC(C)CC1NC(=O)c2cc(Cl)ccc2-n2c1nc1cc(F)ccc1c2=O (stereo unspecified)
 : -1	-0.1	3.9	2.6
Nc1ccc(Cc2nc3cc4ccccc4cc3[nH]2)cc1
 : 31	1.8	1.5	0.7
Cn1c(SCC(=O)O)nnc1-c1ccc2ncccc2c1
 : -4	-4.3	3.5	-1.4
COc1ccc(C(=O)Oc2c(CN3CCOCC3)cc(Cl)c3cccnc23)cc1OC
 : -22	-1.4	-0.4	-3.0

Compound activity: PubChem, several laboratories
